USP1-UAF1 inh: blocks the human USP1/UAF1 deubiquitinase complex; recombinant USP1/UAF1, Ub-Rhodamine cleavage fluorescence; Potency, µM (series often up to 57.1 µM), without a hit: top-dose activity change, negative = inhibition, hits mostly inhibitors; O94782; 390,000 compounds, 0.23% hits; AID 743255; note: potency is the fitted concentration of half-maximal effect; % is set by controls: 0 for no effect and ±100 for the full control effect; nearly all actives have a fitted effect of over 60% in size; inactives centre near -12
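USP1/UAF1 complex (1 nM) preincubated 15 min at room temperature with compound, then Ub-Rho substrate (150 nM final) added. Kinetic fluorescence at 480/540 nm over 6 reads at 60 s intervals; 50 mM HEPES pH 7.8, 0.5 mM EDTA, 0.1 mg/ml BSA, 1 mM TCEP, 0.01% Tween-20.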
TrxR1 substrate: substrates of rat thioredoxin reductase 1 | O89049 | purified TrxR1 substrate turnover, NADPH consumption readout | Potency, µM (highest dose often 114 µM), for inactives: at the highest dose activity change, negative = substrate turnover | 390,000 compounds, 0.01% hits | AID 588456; note: potency is the fitted concentration of half-maximal effect; % is set by controls: 0 for no effect and ±100 for the full control effect; nearly all actives have a fitted effect of over 50% in size
Target sequence (O89049 whole entry, looked up): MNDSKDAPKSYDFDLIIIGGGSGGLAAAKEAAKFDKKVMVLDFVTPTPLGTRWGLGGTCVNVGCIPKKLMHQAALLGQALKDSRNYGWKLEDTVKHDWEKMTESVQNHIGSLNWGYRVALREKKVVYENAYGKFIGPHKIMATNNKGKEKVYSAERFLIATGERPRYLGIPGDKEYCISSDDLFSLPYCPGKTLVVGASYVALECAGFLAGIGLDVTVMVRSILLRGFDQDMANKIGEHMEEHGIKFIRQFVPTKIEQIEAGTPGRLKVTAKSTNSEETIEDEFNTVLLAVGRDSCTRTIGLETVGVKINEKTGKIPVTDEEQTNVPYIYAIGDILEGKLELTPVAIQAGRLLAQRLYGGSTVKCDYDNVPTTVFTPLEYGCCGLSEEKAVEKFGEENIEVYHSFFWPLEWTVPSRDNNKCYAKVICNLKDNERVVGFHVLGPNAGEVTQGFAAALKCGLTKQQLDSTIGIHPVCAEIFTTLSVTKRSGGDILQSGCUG
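Rat TrxR1, dispensed at 90 nM, was prereduced with 400 uM NADPH (final) for 5 min at ~22 deg C, then incubated with compound 15 min before 400 uM selenite. A first-read NADPH fluorescence drop versus no-compound background flagged substrates.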
D2 ag: D2 dopamine receptor (human) agonism; activation, % at 2 µM; HEK293 T-REx D2 cells, calcium flux agonist mode; P14416; 340,000 compounds, 0.53% hits;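 active = activation over 3 SD above normal in the single-dose calcium agonist read, cut at about 30% in these data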; note: 0% is about no effect
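Tetracycline-induced HEK293 Trex cells with D2 receptor force-coupled to calcium signaling, plated overnight at 30 C and loaded with no-wash calcium dye. Calcium flux read kinetically for 180 s after compound addition; responses flag agonists.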
IDH1 R132H inh: human IDH1 R132H inhibition; IDH1-R132H enzyme, NADPH consumption, diaphorase/resazurin fluorescence; O75874; 390,000 compounds, 0.093% hits; Potency, µM (doses to about 76.6 µM), without a hit: at the highest dose activity change, negative = inhibition, usual class: inhibitors; note: potency is the fitted concentration of half-maximal effect; % is set by controls: 0 for no effect and ±100 for the full control effect; nearly all actives have a fitted effect of over 65% in size
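IDH1-R132H (0.5 ug/mL) preincubated 30 min with compound, then NADPH (0.016 mM) and alpha-KG (2 mM) added; 80 min at RT, pH 7.5. Remaining NADPH coupled via diaphorase/resazurin to fluorescence (540/590 nm); concentration-response curves normalized to no-enzyme control.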
TRHR ag: activates the human TRH receptor; AID 493084; activation, % at 2 µM; 360,000 compounds, 0.18% hits; P34981; TRHR cells, calcium flux fluo-8, FDSS agonist mode; in the data active = activation above about 30%; note: 0% is about no effect
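TRHR-expressing cells, plated overnight in medium with 10% serum, were loaded with fluo-8 calcium dye at room temperature. After a 10 s baseline, library compound was pin-added and calcium release was recorded kinetically (ex 480/em 530) as agonist response.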
rTrxR1 inhibitor: inhibitors of rat thioredoxin reductase 1. recombinant rTrxR1, NADPH fluorescence consumption, selenite substrate. Potency, µM (doses to about 114 µM), for inactives: at the top dose activity change, negative = inhibition, actives largely listed as inhibitors. 390,000 compounds, 1% hits. AID 588453; note: potency is the fitted concentration of half-maximal effect; % is set by controls: 0 for no effect and ±100 for the full control effect; nearly all actives have a fitted effect of over 65% in size
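Rat TrxR1 (90 nM in the dispensed reagent) was pre-reduced with 400 uM NADPH for 5 min at room temperature, then incubated with compound for 15 min. After 400 uM selenite was added, NADPH fluorescence (Ex 340/Em 450 nm) was followed for 8 min.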
D2 antag: antagonizes the human D2 dopamine receptor; HEK293 TREx D2 cells, calcium flux, dopamine EC80; inhibition, % at 10 µM; 340,000 compounds, 2% hits; AID 485344; in the data active = inhibition above about 30%; note: 0% is about no effect
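Measurement of antagonist activity uses fluorescent calcium dye in inducible HEK293 T-REx D2 cells: 10 s baseline, compound addition with 180 s read, EC80 dopamine addition with a further 180 s read.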
TRHR enhancer: allosteric enhancers of human TRH receptor | TRHR cells, fluo-8 calcium fluorescence, EC20 TRH enhancement | 360,000 compounds, 0.66% hits | P34981 | AID 493056 | enhancement, % at 2 µM; in the data active = enhancement above about 30%; note: 0% is about no effect
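Enhancer read-out: after compound pinning and an initial kinetic agonist-mode read, an EC20 of TRH (10 nM final) was injected and fluo-8 calcium signal (Ex 480/Em 530) followed at 1 s/cycle for 100 cycles in TRHR-expressing cells.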
PI4K2A block: PI4K2A (human) kinase inhibition; Q9BTU6; purified PI4K2A, ADP-Glo luminescence, 1 h; stronger effect = lower value; activity change, negative = inhibition, % at 76.9 µM; 420,000 compounds, 0.13% hits; AID 1346378; in the data active = activity change below about -50%; inconclusive = mostly about -30% to -49%;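 note: -100% = wells without enzyme as full effect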
Target sequence (Q9BTU6 whole entry, looked up): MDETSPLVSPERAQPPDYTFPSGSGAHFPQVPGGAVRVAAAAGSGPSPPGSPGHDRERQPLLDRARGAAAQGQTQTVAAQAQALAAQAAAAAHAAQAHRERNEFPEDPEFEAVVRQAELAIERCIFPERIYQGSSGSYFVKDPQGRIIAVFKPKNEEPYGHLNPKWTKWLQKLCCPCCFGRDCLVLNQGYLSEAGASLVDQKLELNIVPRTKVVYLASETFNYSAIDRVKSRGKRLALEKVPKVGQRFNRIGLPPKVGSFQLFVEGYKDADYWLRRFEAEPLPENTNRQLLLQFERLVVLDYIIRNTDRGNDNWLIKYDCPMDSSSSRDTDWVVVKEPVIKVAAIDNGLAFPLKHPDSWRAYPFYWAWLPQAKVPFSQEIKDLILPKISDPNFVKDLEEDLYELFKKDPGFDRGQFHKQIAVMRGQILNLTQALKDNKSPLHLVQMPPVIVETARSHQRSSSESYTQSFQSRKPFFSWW
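PI4K2A activity was measured by ADP-Glo luminescence: enzyme (4 ug/mL stock) and phosphatidylinositol (1.2 mM stock) in Tris pH 7.5/MgCl2/EGTA/Triton X-100 buffer were reacted with ATP (300 microM stock) for one hour at ambient temperature.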
Active calls of the source: *; ? = inconclusive; . = no result given; & = joins results of further samples; [ ] = remark or other dose. Unless noted, calls come from the whole dose curve; as a rule, active = well fitted inhibition curve with a large enough effect; inconclusive = small, poorly fitted or top-dose-only effect; inactive = no such curve, though single readings can be large or run the other way. Rows were taken by chance. About 3.9% of those tested had a hit in this group.

SMILES	USP1-UAF1 inh	TrxR1 substrate	D2 ag	IDH1 R132H inh	TRHR ag	rTrxR1 inhibitor	D2 antag	TRHR enhancer	PI4K2A block
COc1cccc(C2C3=C(N=c4s/c(=C\c5ccc(OCC(=O)O)cc5)c(=O)n42)c2ccccc2CC3)c1 (stereo not given)	-20%	-4%	-1.2	22%	0.7	-11%	-1	-1	-6
O=C1c2ccccc2N[C@@H]2C=CC[C@@H]2N1O	-28%	3%	.	9%	.	15%	.	.	-2
O=C(N1CCCCCC1)N1CCN(C(=O)N2CCOCC2)CC1	3%	3%[57.1 µM]	3.3	7%	2.5	-14%	-14	9	6
Fc1ccc(CSc2nc(NCc3ccccc3)c3ccccc3n2)cc1	-4%	8%[57.1 µM]	0.5	6%	0.7	18%[57.1 µM]	.	0	-2
CC(=O)Nc1ccc(NC(=O)CC2CCCC2)cc1	-14%	-3%	.	-1%	0.5	14%[57.1 µM]	.	-3	0
COc1ccccc1C(=O)NCc1ccc2c(c1)OCO2	1%	-2%	0.1	0%	-0.4	15%	19	-7	-2
COC(=O)CNC(c1ccccc1)c1cc(Br)ccc1NS(=O)(=O)c1ccccc1 (stereo not given)	-1%	3%[57.1 µM]	0.5	2%	0.0	18%[57.1 µM]	0	-3	0
O=C(CSc1nnc(-c2ccc(OC(F)F)cc2)o1)NCc1cccs1	-20%	0%[57.1 µM]	-1.2	-3%	-2.1	18%[57.1 µM]	-4	-9	0
CC(=O)Nc1ccc(C)cc1-c1nc2ccccc2n(CC(=O)c2ccc(Cl)cc2)c1=O	-17%	-9%	0.8	8%	0.3	-4%	.	-2	-2
CCc1nc2onc(C)c2c(=O)n1CC(=O)O	?	0%	0.6	-1%	0.3	14%	.	4	-18
O=C(/C=C/c1ccccc1)c1ccc(NC2=NCCCS2)cc1	-23%	-5%	.	3%	-0.2	-31%	.	-1	-2
Cc1cccc(NC(=O)Cn2c(=O)n(-c3ccccc3Cl)c(=O)c3c(C)c(C(=O)N(C)C)sc32)c1	-27%	3%[57.1 µM]	.	-1%	-0.1	15%[57.1 µM]	.	2	-4
CCOC(=O)NC(=S)Nc1cccc(NC(=S)NC(=O)OCC)c1	?	1%[57.1 µM]	-0.1	-2%	1.0	8%[57.1 µM]	11	-1	7
CSc1sc(C(=O)NNC(C)=O)c2c1C1(CCC2)SCCS1	-2%	-15%	-1.5	6%	0.1	-18%	-1	4	-4
Cc1cccc(N2CCN(C(=O)CN3CCSc4ccccc43)CC2C)c1 (stereo not given)	-24%	0%[57.1 µM]	.	-6%	0.0	22%[57.1 µM]	.	-11	8
COC(=O)c1c(NC(=O)Cn2cc([N+](=O)[O-])cn2)sc2c1CCC2	-14%	7%[57.1 µM]	0.1	4%	-0.5	10%[57.1 µM]	14	2	5
N#CCC(=N)N1CCN(c2ccc(F)cc2)CC1	-26%	2%	-0.8	0%	0.5	?	12	2	-6
CCc1ccc(OCC(=O)N/N=C\c2ccco2)c([N+](=O)[O-])c1	12%	-6%	-0.3	3%	-0.4	?	-1	1	-1
CCOCc1cc(CN2CCN(c3cccc(C(F)(F)F)c3)CC2)c(O)c2ncccc12	2%	-1%	-1.2	-17%	-2.1	0%	.	3	-1
CCOC(=O)c1[nH]cnc1C(=O)Nc1ccc(C)cc1	-21%	9%	0.3	2%	-0.3	32%	-8	51*	2
CC(NC(=O)CN(c1cccc(C(F)(F)F)c1)S(C)(=O)=O)c1ccccc1 (stereo not given)	-14%	3%	-0.4	1%	0.6	13%	4	-5	12
O=S(=O)(Cc1ccccc1)NCCc1ccc(F)cc1	-11%	-5%	0.1	10%	-0.8	15%[57.1 µM]	-2	8	-13
NC(=S)Nc1cccc(Cl)c1	-13%	-15%	-0.6	0%	0.3	-28%	2	-4	7
Cc1ccc(CNC(=O)C2CCCN(S(=O)(=O)c3ccc4c(c3)oc(=O)n4C)C2)cc1 (stereo not given)	-22%	-1%	0.0	0%	0.8	15%	.	2	-1
O=C(CN1C(=O)NC2(CCCC2)C1=O)Nc1cccc(Cl)c1Cl	-5%	-4%	-0.7	3%	0.4	10%[57.1 µM]	-2	-1	-1

Further records follow.
SMILES	USP1-UAF1 inh	TrxR1 substrate	D2 ag	IDH1 R132H inh	TRHR ag	rTrxR1 inhibitor	D2 antag	TRHR enhancer	PI4K2A block
CC1CCCCC1NC(=O)COC(=O)c1ccc([N+](=O)[O-])o1 (stereo not given)	?	1%[57.1 µM]	.	1%	-0.8	-20%[57.1 µM]	.	-18	-9
C#CCOCCOCCOCCNc1nc(N2CCN(C(=O)[C@H](CCCCN)n3cc([C@@H](N)C(C)CC)nn3)CC2)nc(N2CCN(C(=O)[C@H](Cc3cc4ccccc4[nH]3)n3cc([C@@H](N)CC(C)C)nn3)CC2)n1 (stereo not given in full)	?	1%	.	-1%	0.8	25µM*	.	2	-4
CCCCn1c(CNC(=O)C23CC4CC(CC(C4)C2)C3)nnc1SCC(=O)Nc1nnc(C)s1	-20%	11%[57.1 µM]	-0.4	18%	0.0	18%[57.1 µM]	6	-5	-6
Cc1ccc(NC(=O)CSc2nnc(Cc3ccccc3)c(=O)[nH]2)c(C)c1	-21%	5%[57.1 µM]	-0.5	-4%	0.1	11%[57.1 µM]	-13	3	-2
CC(CNC(=O)c1ccc(C(C)(C)C)cc1)CN(C)C (stereo not given)	9%	-13%	3.3	7%	0.5	-10%	-4	1	3
O=C(COC(=O)CN1CCSC1=O)Nc1ccc(F)cc1Cl	-15%	-1%	.	1%	.	?	.	.	-2
CCN(CC)C(=O)CSc1nnc(C2CCCCC2)o1	3%	-4%	0.6	-2%	1.2	-5%	-11	9	2
CCC(C(=O)Nc1nc(C)c(C)s1)c1ccccc1 (stereo not given)	?	-5%	0.4	4%	0.7	19%[57.1 µM]	1	-8	1
O=C(COc1ncnc2ccccc12)N1CCN(S(=O)(=O)c2ccc(Cl)cc2)CC1	-14%	-3%	0.3	0%	-0.2	3%	13	-7	-4
CCOC(=O)CCCn1c(C)nc(=O)c(-c2ccccc2)c1C	2%	9%[57.1 µM]	0.8	-3%	0.5	4%[57.1 µM]	3	-1	-3
CCOC(=O)c1cc(S(=O)(=O)Nc2ccccc2OCC)[nH]n1	-9%	-2%[57.1 µM]	.	-7%	0.4	19%[57.1 µM]	.	0	-3
CCc1ccc(NC(=O)C2CCN(S(C)(=O)=O)CC2)cc1	?	14%	-0.9	6%	-0.4	19%	2	-2	-3
CSC(=NCCCN1CCOCC1)NS(=O)(=O)c1cccs1	4%&-1%	-6%	0.4	0%&14%	0.5	8%	-8	15	-10&9
CN(C)C(=S)Nc1ccc(Br)c(Cl)c1	?	-7%[57.1 µM]	0.2	3%	0.1	7%[57.1 µM]	12	-7	1
CCOC(=O)c1cc(CC)sc1NC(=O)CN1CCN(C(=O)C2CCCO2)CC1 (stereo not given)	3%	-2%	-4.0	-6%	-0.5	7%	2	3	-6
COC(=O)c1cc(NC(=O)Cn2c(=O)oc3ccccc32)cc(C(=O)OC)c1	-21%	1%	0.6	-6%	0.0	20%	16	1	-4
O=C(NCc1cccs1)c1nc2c(nnn2Cc2ccc(F)cc2)c(=O)[nH]1	-2%	10%	0.6	3%	0.1	20%	10	-1	-1
Cc1[nH]c2ccccc2c1C(c1ccccn1)N1CCC(C(N)=O)CC1 (stereo not given)	-12%	5%	-0.4	9%	-0.7	1.6µM*	2	2	-1
Cc1ccc(NC(/C=C/N(C)C)=C/C(=O)C(F)(F)F)c(C)c1	-20%	-16%	0.5	-5%	-0.3	?	3	2	0
Oc1c(C(c2ccccc2)N2CCCC2)sc2nc(-c3ccco3)nn12 (stereo not given)	-17%	-5%[57.1 µM]	-1.4	-17%	0.3	12%[57.1 µM]	.	1	67

Three compounds out of the list above, sorted by the value under PI4K2A block, largest number first.
structure	USP1-UAF1 inh	TrxR1 substrate	TRHR ag	rTrxR1 inhibitor	D2 antag	TRHR enhancer	PI4K2A block
Cc1ccc(NC(/C=C/N(C)C)=C/C(=O)C(F)(F)F)c(C)c1	-20%	-16%	-0.3	?	3	2	0
O=C(NCc1cccs1)c1nc2c(nnn2Cc2ccc(F)cc2)c(=O)[nH]1	-2%	10%	0.1	20%	10	-1	-1
CCOC(=O)CCCn1c(C)nc(=O)c(-c2ccccc2)c1C	2%	9%[57.1 µM]	0.5	4%[57.1 µM]	3	-1	-3

Part of the list above with just PI4K2A block and D2 ag:
| smiles | PI4K2A block | D2 ag |
| --- | --- | --- |
| O=C(COC(=O)CN1CCSC1=O)Nc1ccc(F)cc1Cl | -2 | . |
| CSC(=NCCCN1CCOCC1)NS(=O)(=O)c1cccs1 | -10&9 | 0.4 |
| CCOC(=O)c1cc(CC)sc1NC(=O)CN1CCN(C(=O)C2CCCO2)CC1 (stereo not given) | -6 | -4.0 |
| CC1CCCCC1NC(=O)COC(=O)c1ccc([N+](=O)[O-])o1 (stereo not given) | -9 | . |
| O=C(NCc1cccs1)c1nc2c(nnn2Cc2ccc(F)cc2)c(=O)[nH]1 | -1 | 0.6 |
| COC(=O)c1cc(NC(=O)Cn2c(=O)oc3ccccc32)cc(C(=O)OC)c1 | -4 | 0.6 |

Screening results (PubChem BioAssay)
